DAX1 inh-1: DAX1 (NR0B1) inhibition, primary screen; inhibition, % at 6.8 µM; 370,000 tested, 1.1% active; HEK293T StAR-luciferase reporter, SF-1/DAX-1 repression relief; AID 652010;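 active = inhibition above the mean over all tested compounds plus 3 SD, cut at about 3.6% in these data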;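 also: 0% = DAX-1 cells with DMSO and 100% = cells lacking DAX-1 with DMSO; higher inhibition means more luminescence from relief of DAX-1 repression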
SMARCA2 act: activators of SMARCA2 function | activation, % at 9.1 µM | AID 652017 | MG213 cells, MMTV-luciferase reporter, dexamethasone, overnight | 370,000 tested, 1% active; in the data active = activation above about 7.8%;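 also: 0% = vehicle wells and 100% = reference activator wells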
hcDAF12 agonist: activates DAF-12 receptor from parasite H. contortus | HEK293 hcDAF-12 lit1-tk-luc reporter, luminescence; 0% DMSO, 100% Δ7-dafachronic acid | activation, % at 6.8 µM | 370,000 tested, 1.4% active;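 active = activation above the mean of all tested compounds plus 3 SD, cut at about 5.5% in these data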;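 also: 100% = response to 3 µM Δ7-dafachronic acid high control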
GAA850 FXN act: increases GAA850 frataxin promoter reporter activity; HEK293 lucGAA850 FXN promoter luciferase reporter, 24 h; percent of 10 µM SAHA response; activation, % at 6 µM; 360,000 tested, 0.56% active;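 active = activation above the average of all compounds screened plus 3 SD, cutoff fixed separately per campaign, cut at about 7.5% in these data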;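 also: 0% = DMSO wells and 100% = 10 µM SAHA wells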
NPR1 activator: GC-A (human) enzyme activation. P16066. HEK293 GC-A cells, cGMP TR-FRET, EC30 ANP; 0% at EC30 ANP, 100% saturating ANP. activation, % at 10 µM. 370,000 tested, 0.14% active; in the data active = activation above about 40%
DAX1 inh-2: NR0B1 (DAX1) inhibition. HEK293 Gal4-DAX1 luciferase reporter, luminescence. P51843. AID 504766. inhibition, % at 6.75 µM. 340,000 tested, 0.99% active;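 active = inhibition above the mean over all tested compounds plus 3 SD, cut at about 4.2% in these data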;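 also: 0% = DAX1-transfected cells with DMSO and 100% = empty-vector control cells with DMSO; inhibition shows as a rise in luminescence from relieved DAX1 repression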
Target sequence (P51843 207-470 limits assumed): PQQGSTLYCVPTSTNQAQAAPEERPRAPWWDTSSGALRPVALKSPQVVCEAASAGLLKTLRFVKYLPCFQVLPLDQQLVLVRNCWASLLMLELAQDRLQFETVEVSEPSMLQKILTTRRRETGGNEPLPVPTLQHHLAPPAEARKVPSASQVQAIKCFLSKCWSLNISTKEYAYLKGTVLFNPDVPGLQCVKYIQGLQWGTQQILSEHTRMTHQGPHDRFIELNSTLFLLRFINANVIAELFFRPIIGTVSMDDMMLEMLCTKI
ssDAF12 agonist: activators of S. stercoralis DAF-12 nuclear receptor. HEK293 ssDAF-12/GRIP1 lit1-tk-luc reporter, luminescence; % of 3 µM dafachronic acid response. activation, % at 6.8 µM. 370,000 tested, 1% active. AID 652126;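 active = activation above the mean over all tested compounds plus 3 SD, cut at about 0.9% in these data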;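 also: 0% = DMSO-only wells and 100% = 3 µM delta7-dafachronic acid wells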
HGIII-sPLA2 inh: Inhibits HGIII-sPLA2 liposome hydrolysis, primary screen | 370,000 tested, 0.56% active | QFRET BODIPY PC-A2 liposome hydrolysis, fluorescence | inhibition, % at 12.2 µM | Q9NZ20;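 active = inhibition above mean plus 3 SD of compounds lying within the high and low control bounds, cut at about 19% in these data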;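 also: 0% = median of test compound wells and 100% = no enzyme DMSO wells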
Target sequence (Q9NZ20 whole entry, looked up): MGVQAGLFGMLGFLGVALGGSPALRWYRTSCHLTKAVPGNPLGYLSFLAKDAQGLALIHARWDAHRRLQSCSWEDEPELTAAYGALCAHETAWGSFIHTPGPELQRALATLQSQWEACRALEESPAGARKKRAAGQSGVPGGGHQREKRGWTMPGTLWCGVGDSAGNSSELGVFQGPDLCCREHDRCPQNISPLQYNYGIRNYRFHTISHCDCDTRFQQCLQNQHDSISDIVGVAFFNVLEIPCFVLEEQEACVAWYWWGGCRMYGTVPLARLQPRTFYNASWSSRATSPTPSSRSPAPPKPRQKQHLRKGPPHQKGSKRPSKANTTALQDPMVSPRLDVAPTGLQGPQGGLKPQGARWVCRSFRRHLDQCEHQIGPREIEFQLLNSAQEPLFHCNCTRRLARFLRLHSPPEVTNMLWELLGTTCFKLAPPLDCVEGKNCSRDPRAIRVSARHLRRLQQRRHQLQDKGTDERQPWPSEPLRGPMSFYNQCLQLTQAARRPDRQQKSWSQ
proKLK7 act: activates the human kallikrein-7 zymogen | P49862 | activation, % at 7 µM | purified proKLK7, EDANS-DABCYL substrate fluorescence; 100% is mature enzyme control, 0% vehicle | 370,000 tested, 0.9% active | AID 652039;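 active = activation above the mean of all tested compounds plus 3 SD, computed per campaign excluding outliers beyond control limits, cut at about 13% in these data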
Target sequence (P49862 whole entry, looked up): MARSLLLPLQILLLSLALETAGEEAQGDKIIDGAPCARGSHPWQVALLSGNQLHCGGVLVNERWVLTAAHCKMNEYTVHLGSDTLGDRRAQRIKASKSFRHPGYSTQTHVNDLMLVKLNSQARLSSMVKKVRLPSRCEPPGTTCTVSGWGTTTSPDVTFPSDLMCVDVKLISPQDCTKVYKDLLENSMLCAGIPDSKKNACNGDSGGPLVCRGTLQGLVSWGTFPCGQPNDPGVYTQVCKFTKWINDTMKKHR
hgDAF-12 ag: agonists of H. glycines DAF-12 nuclear receptor; HEK293 GAL4-hgDAF12 UAS-luciferase reporter, agonist luminescence; normalized to butyrate control; activation, % at 6.8 µM; 370,000 tested, 1.8% active; AID 687014;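 active = activation above a cutoff set at the mean of all screened compounds plus 3 SD, cut at about 10% in these data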;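 also: 0% = DMSO wells and 100% = sodium butyrate wells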
NPR2 activator: GC-B (human) receptor activation; HEK293-GC-B cells, CNP EC30, cGMP TR-FRET; 0% at EC30 CNP, 100% saturating CNP; activation, % at 10 µM; 370,000 tested, 0.11% active;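 active = activation at 10 µM reaching about 35% in either raw or pattern-adjusted values, limit read from the data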
An asterisk follows results filed as active; x = not tested or not shown. Compounds as they come; about 6.7% have a hit in one of these screens.

Every second line gives: SMARCA2 act, DAX1 inh-1, DAX1 inh-2, NPR2 activator, HGIII-sPLA2 inh, NPR1 activator, hgDAF-12 ag, GAA850 FXN act, hcDAF12 agonist, proKLK7 act, ssDAF12 agonist
1. CCCc1ccc2oc(C(=O)N3CCC(O)CC3)c(C)c2c1
→ 0.0, 0.2, 0.3, -0.5, -5.6, 7.8, 8.0, 3.1, 2.8, 0.4, 0.0
2. COc1cccc(C(=O)OCCN2CCOCC2)c1
→ 6.0, 0.4, -0.1, -2.4, 0.7, -0.3, 0.2, 0.1, 1.7, -0.6, -1.2
3. CC(O)[C@H]1CNC(=O)C(=O)N1CCc1cc(C(F)(F)F)cc(C(F)(F)F)c1 (stereo partly specified)
→ 0.9, -0.7, -0.5, 2.8, 6.2, 1.7, 1.7, -0.8, -0.1, -0.6, -0.6
4. O=C(CCCCCNc1nc(=S)[nH]c2ccccc12)N1CCN(c2ccccn2)CC1
→ -3.8, -2.6, -2.8, 10.3, 6.2, 4.9, -4.8, -2.4, -3.9, -0.5, -2.2
5. Cc1nc(COc2ccccc2Cl)sc1-c1ccnc(N)n1
→ -2.4, 0.5, 0.7, -4.8, -4.9, 10.1, -0.2, 1.1, -0.2, -0.2, -2.1
6. CC(C)N(C)c1ncnc2c1ncn2[C@H]1CN(Cc2ccc3c(c2)OCO3)C[C@@H](CO)O1
→ -2.0, -1.0, x, 1.4, 3.9, 3.9, 2.7, 0.9, -1.0, 0.2, -1.2
7. CC(C)CNC(=O)c1oc2ccccc2c1COc1ccccc1
→ -2.3, -0.3, -0.3, -3.4, 0.5, -1.9, -0.3, -0.9, -1.9, -0.1, -0.9
8. Cc1cc(C)c(S(=O)(=O)N2CCCOC2CNC(=O)C(=O)NCc2cccs2)c(C)c1 (stereo unspecified)
→ -1.4, 0.1, 0.4, 4.6, -0.7, -0.2, -0.8, 2.3, -0.7, -0.7, 0.4
9. Cc1ccc(NC(=S)NC2CCN(Cc3ccccc3)CC2)cc1
→ 6.0, -0.6, -1.4, -3.5, -0.8, -1.7, -1.1, 1.6, 0.2, -0.1, -0.8
10. COC(=O)COc1cc(=O)oc2ccc(NS(=O)(=O)c3ccccc3)cc12
→ -2.2, 0.1, 0.2, -7.7, 0.3, 2.6, -0.1, 0.8, 0.1, 8.7, -1.0
11. Cc1ccc(CNC(=O)C2CCC(=O)N(CCc3cccc(F)c3)C2)cc1 (stereo unspecified)
→ -1.7, 0.9, 0.4, -2.4, -2.8, 2.4, -0.9, 1.4, -1.6, -0.1, -0.8
12. CNC[C@H]1OCc2ccccc2-c2ccccc2C(=O)N([C@H](C)CO)C[C@H]1C
→ 6.8, 0.7, -0.7, 0.4, 0.1, 2.7, -0.6, -2.7, -0.5, -0.6, -1.6
13. O=C1c2ccsc2SCCN1Cc1c(Cl)cccc1Cl
→ 1.2, -0.3, -0.7, 0.2, 1.6, -0.4, 1.6, 1.7, -1.2, -0.4, -1.6
14. CCOC(=O)c1sc(NC(=O)C2CSC3(C)CCC(=O)N23)nc1C (stereo unspecified)
→ -2.1, -0.3, 0.5, -5.3, 0.1, -3.4, -0.5, 1.1, -1.6, 0.0, -0.8
15. Cc1ccc(NC(=O)c2ccc3c(c2)OCCO3)nc1
→ 2.8, 6.1*, -1.5, 1.2, 6.7, 3.4, 11.5*, -3.2, 1.4, -0.6, -0.1

DAX1 inh-1: hit marks shown above.
nr | SMILES | SMARCA2 act | DAX1 inh-1 | DAX1 inh-2 | NPR2 activator | HGIII-sPLA2 inh | NPR1 activator | hcDAF12 agonist | proKLK7 act | ssDAF12 agonist
15 | Cc1ccc(NC(=O)c2ccc3c(c2)OCCO3)nc1 | 2.8 | 6.1* | -1.5 | 1.2 | 6.7 | 3.4 | 1.4 | -0.6 | -0.1

Remaining list, next part:
Every second line gives: SMARCA2 act, DAX1 inh-1, DAX1 inh-2, NPR2 activator, HGIII-sPLA2 inh, NPR1 activator, hgDAF-12 ag, GAA850 FXN act, hcDAF12 agonist, proKLK7 act, ssDAF12 agonist
16. Cc1onc(-c2ccccc2)c1CNS(=O)(=O)c1ccc(F)cc1F
→ 0.7, -0.5, -1.3, -1.0, -10.0, 0.7, -1.2, -0.4, -0.5, -0.1, -1.0
17. CCNC(=O)CC1SC(=Nc2ccc(C)cc2)NC1=O (stereo unspecified)
→ 0.0, 0.0, -0.9, -2.8, -4.4, 0.1, -2.0, 1.3, -3.1, 0.3, -1.7
18. COc1ccc(CNC(=O)[C@@H]2CC=C[C@@H]3CCN(Cc4ccc(Cl)c(Cl)c4)C(=O)[C@@H]32)cc1
→ -0.6, -0.4, 0.2, -6.3, -10.6, -3.9, -0.2, -2.6, -1.6, -0.1, -1.7
19. Cc1cccc(C)c1NC(=O)c1cccc(COc2cc(Cl)ccc2Cl)c1
→ 0.5, 1.5, -0.9, 4.1, 4.0, 0.6, 7.2, 4.1, 2.7, 0.0, -1.1
20. Cc1ccccc1OCCn1cc(/C=C(\C#N)C(=O)NCc2ccco2)c2ccccc21
→ -3.8, 0.2, -1.0, -9.4, 5.2, -20.6, -2.4, 1.5, 3.1, 0.1, -1.5
21. COc1cc(N)c(Cl)cc1C(=O)OCC(=O)N1c2ccccc2NC(=O)C1(C)C
→ 9.1*, 0.1, -1.1, 1.4, -12.1, 2.3, -0.6, -1.1, 0.1, 0.1, -1.1
22. O=C(CSc1nnc(-c2cccnc2)n1-c1ccccc1)N1CCN(c2ccc(F)cc2)CC1
→ -2.6, -0.9, -1.1, -4.2, -11.8, -1.4, -2.6, -1.1, -2.4, 0.0, -1.7
23. Cc1ccc(NC(=O)CCC(=O)OC(C(=O)c2ccc(C)c(C)c2)c2ccccc2)c(C)c1 (stereo unspecified)
→ -2.3, 0.7, -0.6, -2.5, 2.5, -2.5, -1.1, -0.4, -0.9, 0.6, -1.8
24. Cc1nc2ccc(N)nc2nc1C
→ -0.3, 0.3, 0.4, 0.1, 6.6, -0.9, 0.6, 0.3, 1.5, 55.8*, -1.0
25. Cc1ccc(C)c(OCCn2c(=O)c3c(ncn3C3CCCC3)n(Cc3ccccc3)c2=O)c1
→ 0.8, 0.9, 1.2, -1.2, 3.4, 0.4, 3.4, 1.3, 0.8, 0.4, -1.7
26. CCOc1ccc(-c2nnc3ccc(SCC(=O)Nc4cc(C)on4)nn23)cc1
→ -2.3, -0.2, -1.4, -6.2, 1.5, -0.2, -1.3, 3.3, 0.8, -3.8, -1.3
27. CCC(C)(C)c1ccc(OCCCC[n+]2cccc(C)c2)c(C(C)(C)CC)c1
→ -13.8, -3.6, -3.8, -11.7, -2.4, 10.6, -10.0, -1.9, -6.3, -0.3, -2.4
28. Cc1cccc(-c2nnc(SCc3ccccc3)o2)c1
→ 2.4, 1.4, 0.3, -2.4, -4.4, 2.1, 7.6, 3.2, 0.0, 0.0, -1.0
29. O=C(Nc1cccc(Br)c1)c1cccc(OC(=S)N2CCOCC2)c1
→ -3.9, -5.2, -1.9, -1.6, -15.7, 6.5, -1.8, -1.0, -1.8, 0.9, -0.8
30. CCOC(=O)N1CCN(C(=O)CN(c2cccc(C)c2)S(=O)(=O)c2ccccc2)CC1
→ 0.9, -0.6, 0.5, 6.3, -0.1, -1.6, 1.2, 0.6, 0.3, -0.1, -1.5
31. COC(=O)[C@@H](Cc1c[nH]c2ccccc12)NC(=O)CNC(=O)c1ccccc1OC
→ 4.7, 0.2, 0.3, -5.4, -44.3, -1.7, 2.6, -1.4, 3.5, 0.4, -0.2
32. O=C(O)c1cc(C(F)(F)F)nc2ccccc12
→ -0.5, 0.6, -0.3, 2.7, 1.3, 1.4, -1.0, -0.1, -1.8, 0.0, -0.7
33. CCOC1OC(=O)C(Cl)=C1Nc1cc(C)ccc1C (stereo unspecified)
→ -7.0, -0.3, 0.1, -2.5, 7.1, -5.0, -2.0, 1.3, 0.0, 0.2, -0.6
34. COC(=O)c1ccccc1NC(=O)C(=O)NCC1CCCO1 (stereo unspecified)
→ 5.5, -0.8, 0.5, -5.5, -2.2, 1.2, -0.2, 1.1, -1.7, 0.1, -1.2
35. COc1ccc(Br)cc1CN(C)CC(=O)Nc1cccc(S(N)(=O)=O)c1
→ -1.5, -0.7, -0.9, 3.4, -6.7, 1.0, 0.4, -1.6, -0.9, -0.3, -1.4
36. O=C1C(=O)N(CCO)C(c2ccc(Br)cc2)/C1=C(\O)c1ccccc1 (stereo unspecified)
→ -2.9, -0.5, -1.9, 5.0, -8.7, 1.3, 1.6, 2.7, 0.6, 0.0, -1.1
37. O=C(O)CC1(CC(=O)Nc2ccc3ccccc3n2)CCCCC1
→ -2.7, 0.8, x, -5.4, 14.9, -0.5, -0.7, 0.1, -1.4, -0.1, -1.5
38. O=C(O)C1Cc2c([nH]c3ccccc23)C(c2ccc3c(c2)OCO3)N1 (stereo unspecified)
→ 3.9, -0.1, -0.6, 2.8, 7.0, 4.8, 3.8, 1.0, 2.5, -0.2, -0.9
39. CCOC(=O)CN1C(=O)C(Sc2n[nH]c(-c3ccc(O)cc3)n2)CCc2ccccc21 (stereo unspecified)
→ -0.2, 0.4, -0.1, -13.4, -23.5, -14.3, -3.2, -3.0, -3.1, 0.1, -1.5
40. Cc1ccc(CS(=O)(=O)CC(C)(O)c2ccc(Cl)cc2)cc1 (stereo unspecified)
→ -1.3, -0.5, 0.6, -4.2, -4.8, -3.1, -5.0, 1.7, -2.0, -0.1, -1.2
41. Cc1ccc(S(=O)(=O)NCCc2cc3ccc(C)cc3[nH]c2=O)cc1
→ -1.9, 0.4, -1.4, -2.3, -11.2, -0.1, -2.1, -7.3, -1.3, -0.4, -1.5
42. CCc1nnc(NC(=O)CCC(=O)NC2CCCCCCC2)s1
→ -0.9, 1.6, 0.2, -0.3, 11.5, 5.9, 0.3, 0.2, 0.6, -0.7, -0.9
43. O=C(N/N=C/c1ccc(F)cc1)c1cc(-c2ccco2)nc2ccccc12
→ -0.9, -2.1, 0.1, 0.8, -1.6, -17.1, -0.2, -2.1, 2.0, -51.7, -0.6
44. CN(C)c1cccc2c(S(=O)(=O)Nc3ccccn3)cccc12
→ -1.6, 0.1, -0.2, 8.0, -16.0, 3.5, 1.2, -1.5, -0.5, -130.9, -1.1
45. Cc1ccc(S(=O)(=O)N2CCCCC2C(=O)NCc2ccco2)cc1 (stereo unspecified)
→ -1.1, 0.5, 0.5, 1.9, -4.2, -2.4, -1.1, 0.6, -0.9, 0.1, -1.4
